TIM10 inh – growth inhibitors of isogenic TIM10 control yeast, primary screen, counter-screen for tim10-1 yeast inhibitor project, luminescence, uHTS; AID 463195, 2010; inhibition, % at 10 µM; S. cerevisiae TIM10 strain growth, BacTiter-Glo luminescence, 24 h; 330,000 compounds, 1.4% hits;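 active means inhibition of 40% or more at the single tested concentration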;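 further: wild-type TIM10 isogenic control strain grown at permissive 25 °C; 0% = DMSO yeast wells and 100% = minimal medium wells without yeast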
Jurkat NFkB inh – inhibitors of induced NF-kB luciferase reporter, primary screen, TCR NF-kB activation inhibitor project, cell-based, luminescence, uHTS. Jurkat, PMA/ionomycin-induced NF-kB luciferase reporter. inhibition, % at 4 µM. 330,000 compounds, 0.53% hits; in the data active means inhibition above about 50%
Mdm2 MdmX PPI – inhibitors of human Mdm2-MdmX association, primary screen, cell-based, luminescence, split luciferase, SaOS-2, uHTS; Protein Mdm4 (Homo sapiens) + E3 ubiquitin-protein ligase Mdm2 (Homo sapiens), …; SaOS-2 split-luciferase Mdm2/MdmX complementation; inhibition, % at 8 µM; 330,000 compounds, 3% hits;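 active means inhibition of at least 50% at 8 µM in the primary screen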
Target sequence (O15151 whole entry, looked up): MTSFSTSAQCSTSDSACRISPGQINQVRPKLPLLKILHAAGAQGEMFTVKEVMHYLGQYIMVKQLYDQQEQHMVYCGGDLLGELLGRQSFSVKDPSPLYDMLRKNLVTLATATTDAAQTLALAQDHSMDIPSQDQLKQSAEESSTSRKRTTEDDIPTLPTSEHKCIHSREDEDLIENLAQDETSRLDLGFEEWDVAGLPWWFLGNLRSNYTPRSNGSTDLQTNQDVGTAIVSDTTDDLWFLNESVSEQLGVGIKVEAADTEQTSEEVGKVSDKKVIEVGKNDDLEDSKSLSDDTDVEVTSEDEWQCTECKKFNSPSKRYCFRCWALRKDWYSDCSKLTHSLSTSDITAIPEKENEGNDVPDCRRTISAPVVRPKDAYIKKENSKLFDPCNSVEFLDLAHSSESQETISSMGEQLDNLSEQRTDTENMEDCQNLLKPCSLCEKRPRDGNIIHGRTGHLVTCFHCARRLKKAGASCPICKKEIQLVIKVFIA
Target sequence (Q00987 whole entry, looked up): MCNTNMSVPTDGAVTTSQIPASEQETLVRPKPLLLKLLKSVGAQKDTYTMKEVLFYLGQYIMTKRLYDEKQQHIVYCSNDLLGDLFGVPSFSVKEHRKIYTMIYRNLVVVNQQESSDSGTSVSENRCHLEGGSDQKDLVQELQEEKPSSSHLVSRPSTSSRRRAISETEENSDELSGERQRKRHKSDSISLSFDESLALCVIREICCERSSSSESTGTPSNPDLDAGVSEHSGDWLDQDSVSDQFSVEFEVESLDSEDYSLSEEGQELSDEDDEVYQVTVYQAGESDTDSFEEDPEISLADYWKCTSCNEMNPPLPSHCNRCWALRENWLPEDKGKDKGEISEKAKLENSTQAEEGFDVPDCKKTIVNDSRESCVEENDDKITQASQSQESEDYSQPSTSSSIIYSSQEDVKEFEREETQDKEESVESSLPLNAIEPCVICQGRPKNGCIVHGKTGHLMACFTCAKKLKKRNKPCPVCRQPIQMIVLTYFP
XBP1 UPR activ – activators of adaptive XBP1 UPR arm, primary screen, cell-based, CHO-XBP1 luciferase reporter, luminescence, uHTS | IRE1-XBP1 UPR activation; percent of tunicamycin response, DMSO as zero | activation, % at 20 µM | 330,000 compounds, 0.33% hits;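 active means versus positive control, 20 µM dose yields 30% or more activation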;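 further: 100% = tunicamycin at 10 µg/mL and 0% = DMSO only wells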
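Material: CHO-XBP1 cells stably carrying IRE1-XBP1-driven luciferase reporter | Medium: F12 with 10% serum | Compound dosing: 20 µM single concentration, DMSO 1% | Incubation: Overnight seeding at 37 °C, 6 h compound treatment at 37 °C | Detection: Steady-Glo luminescence read | Read-out basis: % activation of reporter signal versus tunicamycin and DMSO controls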
697 NFkB inh – inhibitors of PMA/ionomycin-induced NF-kB reporter, 697 cells, primary screen, B-cell NF-kB inhibitor project, cell-based, luminescence, uHTS. 697 B-cell NF-kB luciferase reporter, 16 h. inhibition, % at 4 µM. 330,000 compounds, 0.33% hits; in the data active means inhibition above about 35%
tim23-1 inh – growth inhibitors of tim23-1 mutant yeast, primary screen, luminescence, uHTS | S. cerevisiae tim23-1 growth, BacTiter-Glo luminescence, 24 h | inhibition, % at 20 µM | AID 463212, 2010 | 330,000 compounds, 1.3% hits;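 active means growth inhibition of the mutant yeast at or above 50%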;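 further: temperature-sensitive mutant grown at 25 °C; plate controls were DMSO-treated mutant yeast for no effect and medium wells lacking yeast for full effect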
tim10-1 inh – growth inhibitors of tim10-1 mutant yeast, primary screen, luminescence, uHTS. S. cerevisiae tim10-1 ts strain growth, BacTiter-Glo, 24 h. inhibition, % at 20 µM. 330,000 compounds, 2.2% hits. AID 463190, 2010;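 active means inhibition of at least 40%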;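 further: mutant grown at 25 °C; 0% = DMSO wells with yeast and 100% = wells holding no yeast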
CHOP UPR activ – activators of apoptotic CHOP UPR arm, primary screen, cell-based, CHO-CHOP luciferase reporter, luminescence, uHTS. 330,000 compounds, 0.34% hits. UPR activation; percent of tunicamycin response over DMSO baseline. activation, % at 10 µM;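 active means at 10 µM dose, activation of 40% or more, normalized to positive control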;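 further: 100% = tunicamycin at 10 µg/mL and 0% = DMSO alone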
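assay system = CHO CHOP reporter cells | amount = 500 CHO-CHOP cells per well | buffer or medium = F12 with 10% FBS | incubation = 16-18 h cell attachment, then 6 h compound exposure, 37 °C | detection = luminescence read with Steady-Glo | read-out = percent activation relative to tunicamycin control | controls = tunicamycin high control, DMSO low control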
An asterisk follows results filed as active. Rows are unselected; overall some 6.6% were active at least once.

Fields – TIM10 inh	Jurkat NFkB inh	Mdm2 MdmX PPI	XBP1 UPR activ	697 NFkB inh	tim23-1 inh	tim10-1 inh	CHOP UPR activ
CCOC(=O)C1CCCN(c2c(NCCc3ccccc3)c(=O)c2=O)C1 (stereo not drawn)
    -6	4	-4	-2	17	1	-10	0.6
Cc1cc(=O)oc2c3c(cc(OCC(=O)NCC4CCC(C(=O)O)CC4)c12)OC(C)(C)CC3 (stereo not drawn)
    2	-20	21	-2	18	-10	-22	0.3
O=C(NNC(=O)c1cccc(C(F)(F)F)c1)c1ccncc1
    5	5	7	4	8	-2	-18	-2.0
CSc1cnc2c(=O)n(C)c(=O)[nH]c2n1
    5	8	1	-1	12	-2	8	4.6
COc1ccc(C2C(C#N)=C(C)NC3=C2C(=O)CC(C)(C)C3)cc1 (stereo not drawn)
    -8	-8	15	4	14	17	27	-2.1
O=C(CCS(=O)(=O)c1ccc(Cl)cc1)Nc1ccccc1Br
    -2	-6	5	-4	-5	2	-2	0.6
COc1ccc(C(=O)C(C)OC(=O)CNC(=O)c2ccco2)cc1 (stereo not drawn)
    4	-4	-24	-1	12	-5	-14	-1.8
CCc1nc2ccc(F)cc2c(C(=O)NC2CCCCC2C)c1C (stereo not drawn)
    19	-12	4	0	23	22	20	-1.8
CCOC(=O)C1CCCN(C(=O)CS(=O)(=O)Cc2ccccc2)C1 (stereo not drawn)
    10	7	-4	-2	10	4	17	-0.2
CC(OC(=O)c1cccc(-n2cnnn2)c1)C(=O)Nc1cccc(Cl)c1 (stereo not drawn)
    -14	6	24	0	-7	1	-14	1.4
CCc1cccc2c(C(=O)COC(=O)c3ccccc3)c[nH]c12
    4	-45	-134	2	-36	-5	-10	2.2
Fc1ccc(CNc2ncnc3c2cnn3-c2ccccc2)cc1
    10	-8	18	6	-10	26	4	4.4
CCOC(=O)C1=C(C)N=C2SC(C)C(=O)N2C1c1ccc(OC(C)=O)c(OC)c1 (stereo not drawn)
    18	-8	-5	-1	-5	17	16	-1.0
O=C1OCC(c2ccccc2)=C1c1ccccc1
    -4	8	5	-1	10	11	2	-0.5
COc1ccc(C(=O)COC(=O)CCN2C(=O)C3C4C=CC(C5CC45)C3C2=O)cc1 (stereo not drawn)
    -4	15	3	-3	13	28	27	0.1
CC(C)(C)NC(=O)CSc1nnc(Cc2ccccc2)n1CC1CCCO1 (stereo not drawn)
    8	8	6	-5	15	9	11	-0.4
Cc1[nH]nc2c1C(c1ccc3c(c1)OCO3)C(C#N)=C(N)O2 (stereo not drawn)
    -3	-3	11	-2	6	19	-5	-0.4
CCn1c2ccc(F)cc2c2nnc(NN)nc21
    10	15	36	1	-10	7	25	-0.1
CCCCNc1c(-c2ccc(OC)c(SC3CCCCC3)c2)nc2cnccn12
    18	17	35	3	8	36	33	2.2
CC(=O)Nc1cccc(C(=O)N/N=C/c2cccnc2)c1
    11	11	-16	-3	15	-1	-2	0.7
N=c1sccn1CC(=O)NC(=O)NC1CCCC1
    -6	5	9	-1	-17	15	14	-1.1
CC(C)(C)c1ccc(C(=O)NCCN2CCOCC2)cc1
    27	-1	24	2	-11	9	-4	2.2
Cc1ccc(-c2cn(-c3ccc(OC(F)F)cc3)c3[n+]2CCCCC3)cc1
    -2	18	21	-2	-43	-9	5	-0.1
O=C(Nc1cc(Cl)ccc1O)C1CC(c2ccccc2O)=NO1 (stereo not drawn)
    -9	-2	15	-3	-4	34	6	1.5
CC(=O)c1ccc2c(c1)C1C=CCC1C(C(=O)O)N2 (stereo not drawn)
    9	-4	29	-4	17	10	9	-0.6
Cc1nn(C)c(C(=O)N/N=C/c2cccnc2)c1Cl
    17	-15	0	0	-6	-2	-1	1.3
O=C(OCC(=O)N1CCCc2ccccc21)c1cccc(C(F)(F)F)c1
    -4	8	15	-3	7	29	26	2.0
CC(OC(=O)C1CC1)C(=O)Nc1ccc([N+](=O)[O-])cc1Cl (stereo not drawn)
    12	1	14	1	26	14	17	0.1
CCn1cc(/C=N/NC(=O)c2ccc3c(c2)OCO3)cn1
    -15	-8	5	-1	-20	-9	-20	0.5
O=C(c1cnn2c(C(F)(F)F)cc(-c3cccs3)nc12)N1CCCC1
    -5	-5	5	-1	15	13	9	-0.7
COc1ccc(S(=O)(=O)N(c2onc(C)c2Cl)S(=O)(=O)c2ccc(OC)cc2)cc1
    9	-4	29	0	3	-7	11	-2.0
O=C(CCS(=O)(=O)c1ccccc1)Nc1ccccc1N1CCOCC1
    0	-1	4	-1	16	8	17	-0.9
CCOc1cc(S(=O)(=O)N2CCOCC2)ccc1F
    13	-3	-11	0	7	15	4	-0.3
C/C(=N\NC(=O)c1ccc(NS(=O)(=O)c2cccs2)cc1)c1ccc(O)cc1O
    -2	-19	28	-1	4	-7	0	-2.2
Cc1csc(CNc2ncnc3ccc(-c4ccc5c(c4)OCCO5)cc23)c1
    -6	4	30	0	-4	19	17	3.7
CCOC(=O)N1CCN(C(=O)CSc2ccc3nnc(-c4ccncc4)n3n2)CC1
    -24	-3	-3	0	-1	0	1	0.3
CC(=O)Nc1ccc(NC(=O)COC(=O)c2ccc(Cl)nc2)cc1
    5	4	-8	0	28	-7	-11	1.2
CC1=C(C(=O)OCC2CCCO2)C(c2ccc(F)cc2)NC(=O)N1 (stereo not drawn)
    9	11	7	-4	7	4	1	0.2
O=S(=O)(c1cc(C(F)(F)F)ccc1Cl)N1CCN(c2ccccn2)CC1
    -5	-7	24	-4	-4	34	16	0.5
O=C(O)c1cnc(-c2ccccc2)nc1Oc1ccccc1
    2	12	-9	-2	-15	8	9	-1.1
CCCCNc1oc(-c2ccc(OC)cc2)nc1S(=O)(=O)c1ccccc1
    10	9	-23	-1	21	26	13	1.0
COc1cc(C2C3=C(CC(c4ccco4)CC3=O)Nc3ccccc3N2C(C)=O)cc(OC)c1OC (stereo not drawn)
    13	8	7	-2	1	0	3	-1.8
COc1cccc(CNC(=O)c2cc(S(=O)(=O)N3CCOCC3)cn2C)c1
    2	-15	18	0	-13	-7	5	4.8
NNC(=O)C1COc2cc3ccccc3cc2O1 (stereo not drawn)
    13	-9	2	-4	7	17	24	3.1
CC(C)NC(=O)NS(=O)(=O)c1cnccc1N1CCCCC1
    9	-5	18	-4	-2	-6	10	-1.0
COc1ccc(CCNC(=O)c2ccc3c(=O)n(Cc4ccco4)c(=S)[nH]c3c2)cc1OC
    2	-6	-25	-3	-9	-7	12	1.1
COc1ccc(S(=O)(=O)Nc2ccc(OCC(=O)O)cc2)c2ccccc12
    4	-1	14	-1	21	15	18	-0.4
CC1CC(NS(=O)(=O)c2cc3c4c(c2)CCN4C(=O)CC3)CC(C)(C)C1 (stereo not drawn)
    1	-7	2	-1	-7	18	24	0.3
Cc1c(Cl)c([N+](=O)[O-])nn1CCCC(=O)NCCc1ccccc1
    -19	-20	-20	-1	-5	15	3	3.8
COC(=O)c1ccccc1NC(=O)NCCc1ccccc1OC
    24	-16	-26	7	-14	31	-12	3.4
CC(NC(=O)N1CCOCC1)c1ccccc1 (stereo not drawn)
    -9	7	-5	-5	-18	4	4	-0.9
O=C(COc1ccccc1Cl)NC(=S)Nc1cccc(NC(=O)c2ccccc2Cl)c1
    -3	9	19	5	0	-5	2	0.2
Cc1cc(C)cc(NC(=S)NCc2cccnc2)c1
    -4	0	16	-2	22	8	2	-2.9
CC(C)c1ccc(C(=O)OCC(=O)c2c(N)n(C)c(=O)n(C)c2=O)cc1
    9	-15	33	-4	-23	33	18	0.5
CCOC(=O)C1(CCCc2ccccc2)CCN(C(=O)[C@@H]2C[C@@H](C)NC(=S)N2)CC1
    0	8	-17	1	-7	13	15	0.7
CCN1CCN(c2cc(C)c3cc(NC(=O)Cc4ccccc4OC)ccc3n2)CC1
    4	-100	21	1	-118	5	8	0.2
Cc1cc(-c2ccccc2)nc2c(Br)c(=O)[nH]n12
    -28	-8	-4	-1	-2	-5	-48	-1.3
COc1cccc(CC2(CO)CCCN(Cc3cn[nH]c3-c3cc(C)ccc3C)C2)c1 (stereo not drawn)
    19	12	24	-3	-4	6	8	2.2
Cc1nn(CC(=O)N2CCc3ccccc3C2)c(C)c1[N+](=O)[O-]
    0	0	7	0	11	9	5	1.3
Cc1ccnc(NC(=O)CCC(=O)N(CC(=O)NC(C)(C)C)Cc2ccc3c(c2)OCO3)c1
    0	21	26	-3	23	19	8	0.1

Additional entries
Fields – TIM10 inh	Jurkat NFkB inh	Mdm2 MdmX PPI	XBP1 UPR activ	697 NFkB inh	tim23-1 inh	tim10-1 inh	CHOP UPR activ
CN1CCN(CCCNC(=O)c2ccc(CSCc3cccc(Cl)c3)o2)CC1
    24	19	-11	-2	-33	21	21	-1.8
Cc1cc(C)c(S(=O)(=O)N2CC=C(c3ccccc3)CC2)c(C)c1
    7	6	2	-3	-7	21	17	-0.4
O=C(NNC(=O)c1cccc(O)c1)Nc1ccc([N+](=O)[O-])cc1
    2	-28	5	-2	17	24	-12	-0.9
CN(CCc1ccccn1)C(=O)c1cc(COc2ccc(F)cc2F)on1
    2	-8	-10	-1	-34	12	12	-1.2
COc1cc(Br)cc(-c2nc3c(c(=O)[nH]c(=O)n3Cc3ccccc3)n2C)c1O
    2	-7	0	1	-20	4	26	2.6
CC(=O)C1=NN(c2ccccc2)C(c2ccc3c(c2)OCO3)N1c1ccc(N2CCOCC2)cc1 (stereo not drawn)
    20	-21	-41	-1	-38	17	11	1.5
Cn1cnnc1SCC(=O)NNC(=O)c1ccc([N+](=O)[O-])cc1
    1	3	1	-4	-3	-3	-7	-1.7
O=C(NCCCc1ccccc1)c1ccc(F)cc1
    -3	-35	-19	-3	-25	14	2	6.7
Cc1ccccc1NC(=O)C1CC(=O)OC12CCOC(C)(C)C2 (stereo not drawn)
    7	0	-4	-2	5	7	2	-1.8
CC1(C)CC(NC(=O)c2ccc(Cl)cc2Cl)CC(C)(C)N1
    -7	-9	2	-5	7	-18	-11	-1.3
O=C(NCc1cccnc1)C(=O)Nc1ccc([N+](=O)[O-])cc1
    13	6	11	1	1	-12	2	1.5

Whole records, quoted from the list.
`Cn1cnnc1SCC(=O)NNC(=O)c1ccc([N+](=O)[O-])cc1` in the list: TIM10 inh: 1; Jurkat NFkB inh: 3; Mdm2 MdmX PPI: 1; XBP1 UPR activ: -4; 697 NFkB inh: -3; tim23-1 inh: -3; tim10-1 inh: -7; CHOP UPR activ: -1.7
`CC1(C)CC(NC(=O)c2ccc(Cl)cc2Cl)CC(C)(C)N1` in the list: TIM10 inh: -7; Jurkat NFkB inh: -9; Mdm2 MdmX PPI: 2; XBP1 UPR activ: -5; 697 NFkB inh: 7; tim23-1 inh: -18; tim10-1 inh: -11; CHOP UPR activ: -1.3

Part of the list above in order of molecular weight, lowest first:
Fields – TIM10 inh	Jurkat NFkB inh	Mdm2 MdmX PPI	XBP1 UPR activ	697 NFkB inh	tim23-1 inh	tim10-1 inh	CHOP UPR activ
CC(=O)c1ccc2c(c1)C1C=CCC1C(C(=O)O)N2 (stereo not drawn)
    9	-4	29	-4	17	10	9	-0.6
Cn1cnnc1SCC(=O)NNC(=O)c1ccc([N+](=O)[O-])cc1
    1	3	1	-4	-3	-3	-7	-1.7
O=C(COc1ccccc1Cl)NC(=S)Nc1cccc(NC(=O)c2ccccc2Cl)c1
    -3	9	19	5	0	-5	2	0.2
